# CHO-K1 Ca antag – nonselective inhibitor or artifact in parental CHO-K1 cells. ATP-induced calcium, Fluo-8 fluorescence. inhibition, % at 3 µM. 0.6% of 360,000 active;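 active = inhibition above a per-plate cutoff, the plate's mean sample inhibition plus 3 SD, cut at about 24% in these data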;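 also: 0% = DMSO plus EC80 ATP and 100% = DMSO alone without ATP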
# M1 ag – activates human CHRM1 receptor; P11229; CHO-K1 hM1, Fluo-8 calcium fluorescence, agonist mode; 0% DMSO, 100% acetylcholine EC100; activation, % at 3 µM; 0.33% of 360,000 active; AID 588814;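 active = activation above the run's mean compound activation plus 3 SD, cut at about 16% in these data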;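 also: peak over basal fluorescence ratio within a 140 s kinetic read after compound addition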
# CHO parental Ca – counter-screen: ATP calcium response change in parental CHO cells | AID 463079 | inhibition, % at 5.6 µM | 0.63% of 330,000 active | parental CHO-K1, ATP-induced calcium, Fluo-8 fluorescence;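 active = inhibition above that plate's mean sample inhibition plus 3 SD, cut at about 26% in these data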;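 also: 0% = ATP-challenged DMSO wells and 100% = DMSO wells without ATP; some compounds past the cut are filed as inactive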
#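 Assay system – parental CHO cells · Reagent – ATP stimulus · Detection – intracellular calcium via Fluo-8 no-wash fluorescent dye · Evaluation – percent inhibition of ATP-evoked calcium rise, normalized to controls · Controls – ATP wells versus no-ATP DMSO wells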
# CHRM1 antagonist – human CHRM1 antagonism | P11229 | CHO-K1 hM1, Fluo-8 calcium fluorescence, ACh EC80 antagonist | inhibition, % at 3 µM | 1.3% of 360,000 active | AID 588852;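 active = percent inhibition above its own plate's cutoff, namely the mean of that plate's compound wells plus 3 SD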;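 also: peak over basal fluorescence ratio during 140 s after agonist addition; 0% = ACh EC80 plus DMSO and 100% = DMSO alone without agonist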
# OXTR potentiator – human OXTR potentiation. CHO-OTR cells, Fluo-8 calcium fluorescence, potentiator mode; 0% = oxytocin EC15, 100% = EC100. 0.061% of 320,000 active. AID 2445. P30559. activation, % at 3 µM;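 active = activation above that plate's cutoff, the mean activation of tested compounds plus 3 SD, cut at about 6.6% in these data, passing the limit was not always enough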;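 also: 100% uses oxytocin at 75 nM as the full agonist control; some results filed as inactive read as strong as hits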
# Target sequence (P30559 whole entry, looked up): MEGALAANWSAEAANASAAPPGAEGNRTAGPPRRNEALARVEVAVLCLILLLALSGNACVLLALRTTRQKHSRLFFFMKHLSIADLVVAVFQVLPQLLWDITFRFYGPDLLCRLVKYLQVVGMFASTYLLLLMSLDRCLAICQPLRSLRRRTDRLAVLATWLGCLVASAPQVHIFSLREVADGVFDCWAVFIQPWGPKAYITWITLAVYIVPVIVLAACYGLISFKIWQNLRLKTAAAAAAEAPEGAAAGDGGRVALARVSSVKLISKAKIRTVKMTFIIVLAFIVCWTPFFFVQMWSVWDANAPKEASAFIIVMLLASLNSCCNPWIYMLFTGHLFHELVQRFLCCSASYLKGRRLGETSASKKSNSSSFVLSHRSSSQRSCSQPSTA
#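 Assay system: CHO cell line stably expressing human OTR | Also added: Oxytocin at about EC15, sub-maximal agonist stimulus | Times: Compound 6 min at room temperature before oxytocin, 100 s read | Measured by: Fluo-8 intracellular calcium fluorescence, ex 470-495, em 515-575 nm | Controls: EC15 oxytocin alone as 0%, 75 nM oxytocin as 100%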
# TAAR1 agonist – agonists of human TAAR1; Q96RJ0; CHO RD-HGA16 TAAR1, Fluo-8 calcium fluorescence; vehicle wells 0%, saturating PEA agonist 100%; activation, % at 3 µM; 0.99% of 360,000 active; AID 624467;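 active = activation above the mean activation of all test compounds in the run plus 3 SD, cut at about 38% in these data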
# Target sequence (Q96RJ0 whole entry, looked up): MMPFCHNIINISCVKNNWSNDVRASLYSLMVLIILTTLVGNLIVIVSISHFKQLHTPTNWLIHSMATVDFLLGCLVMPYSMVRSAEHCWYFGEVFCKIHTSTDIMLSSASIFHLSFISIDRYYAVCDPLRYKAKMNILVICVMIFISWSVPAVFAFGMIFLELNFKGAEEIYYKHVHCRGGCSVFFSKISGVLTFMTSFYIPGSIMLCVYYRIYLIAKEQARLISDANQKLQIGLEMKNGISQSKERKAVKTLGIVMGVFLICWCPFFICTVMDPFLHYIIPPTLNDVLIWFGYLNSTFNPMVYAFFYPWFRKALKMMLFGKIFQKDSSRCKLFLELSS
#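 Test system: RD-HGA16 (CHO) cells co-expressing Gα16 and hTAAR1 | Doses: Single dose, 3 µM | Schedule: 17-24 h seeding, 75 min 37 °C dye, 30 min RT | Evaluation: % activation from peak over basal fluorescence ratio, DMSO-to-PEA scaled | Technique: Kinetic Fluo-8 calcium fluorescence | Benchmarks: Low control DMSO, high control PEA (EC100)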
# CHO-K1 Ca PAM – counter-screen for M1 PAMs: effect in parental CHO-K1 cells; ATP EC20, Fluo-8 calcium fluorescence; 0% at ATP EC20, 100% at ATP max; activation, % at 3 µM; 0.02% of 360,000 active; AID 602247;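 active = activation above the run cutoff, the mean activation of all test compounds plus 3 SD, cut at about 40% in these data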;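 also: peak over basal fluorescence ratio in a 140 s read after ATP addition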
# TAAR1 antagonist – antagonists of human TAAR1; AID 624466; 1.5% of 360,000 active; CHO RD-HGA16 TAAR1, Fluo-8 calcium fluorescence, antagonist; inhibition, % at 3 µM; Q96RJ0;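 active = inhibition above a per-plate cutoff, the mean inhibition of test compounds on that plate plus 3 SD, cut at about 49% in these data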;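 also: 0% = DMSO plus EC80 beta-PEA response and 100% = DMSO alone without agonist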
#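 Material: RD-HGA16 CHO cells with stable hTAAR1 and Gα16; Dosing: single nominal final test compound concentration of 3 µM; Schedule: seeding 17-24 h prior, 75-min 37 °C, 30-min RT dye loading; Detection: kinetic Fluo-8 calcium fluorescence measurement; Measure: % inhibition from peak post-agonist over basal fluorescence ratio; Benchmarks: vehicle and agonist controls.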
# CHO-K1 Ca ag – M1 agonist counterscreen hit in parental CHO-K1 cells; Fluo-8 calcium fluorescence; scaled to maximal ATP response, vehicle zero; activation, % at 3 µM; 0.48% of 360,000 active; AID 602248; in the data active = activation above about 15%;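 also: untransfected CHO-K1 host cells lacking M1 receptor as counterscreen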
# Numbers without * were called inactive; . = no result given.
molecule,CHO-K1 Ca antag,M1 ag,CHO parental Ca,CHRM1 antagonist,OXTR potentiator,TAAR1 agonist,CHO-K1 Ca PAM,TAAR1 antagonist,CHO-K1 Ca ag
CC(=O)Nc1ccc(S(=O)(=O)N2CCC(C(=O)NCc3ccncc3)CC2)cc1,-8,-3,6,-6,-3,2,2,-15,0.7
C[C@H](NC(=O)c1cc2cc(Cl)ccc2n1C)C(=O)N1CCC(C(=O)O)CC1,-8,-3,.,2,.,1,7,-21,1.1
Cc1cc(C)c(S(N)(=O)=O)c(C)c1N(C)S(=O)(=O)c1ccc(Cl)cc1,16,0,-20,40*,3,4,-20,-25,0.6
CC(C)CC1NC(=O)N(CC(=O)Nc2cc(S(=O)(=O)N3CCOCC3)ccc2Cl)C1=O (configuration not stated),4,-1,-2,-8,-2,9,-20,-12,-0.2
CCOC(=O)CN(C(=O)Cn1nnc2ccccc21)C(C(=O)NCCOC)c1ccccc1 (configuration not stated),-8,-3,-4,-9,-5,4,18,-4,0.5
CC12CCC(C(=O)Nc3ccncc3)(CC1O)C2(C)C (configuration not stated),-12,-1,0,-4,1,13,18,1,1.7
COc1ccc(N(C(C)C(=O)N/N=C(\C)C(C)(C)C)S(C)(=O)=O)cc1 (configuration not stated),-3,-5,-13,-7,-14,-1,15,-1,1.1
CC(NC(=O)c1ccccc1)C(=O)OCC(=O)c1c(N)n(C)c(=O)n(C)c1=O (configuration not stated),-7,-3,-14,-13,-2,0,14,3,0.3
Cc1cc(N/N=C/c2ccc(O)cc2O)c2ccccc2n1,2,-3,-2,-4,2,6,6,-6,0.6
O=C(NC(CO)Cc1ccccc1)c1ccccc1 (configuration not stated),-10,-3,1,10,-5,4,10,11,0.8
Cc1ccc(NC(=O)C2=COCCO2)cc1S(=O)(=O)N1CCOCC1,-1,-3,-14,-1,-3,-2,-14,-5,-0.2
COc1ccc(NC(=O)CSCCc2ccccn2)cc1OC,-15,2,-12,-5,-2,3,-4,-12,1.6
COCCOC(=O)CSc1ncccc1-c1nc2cc(C)c(C)cc2[nH]1,-4,-1,-15,-10,2,1,14,26,0.6
CNC(=S)N(Cc1ccco1)Cc1cc2cc(OC)ccc2[nH]c1=O,-9,-1,-6,-14,-19,3,-7,-21,1.2
Cn1ccnc1SCC(=O)NC1CCCC1,9,-1,6,8,-10,0,-18,-10,-0.6
CC1Cc2c([nH]c3ccccc23)C(=O)N1 (configuration not stated),-3,-3,1,-18,-9,4,9,7,-0.3
O=C(c1ccc2c(c1)OCCO2)N1CCCCC1,11,0,3,3,-10,3,-5,0,0.0
COc1ccccc1NC(=O)C1=C(C)Nc2nc(-c3cccs3)nn2C1c1cccnc1 (configuration not stated),1,0,-14,-1,1,3,4,17,3.2
CN(C)CCCNc1cc(O)c2ncccc2c1,2,10,-11,-5,5,6,2,9,-0.3
COc1cccc(CN2C(=O)CCC2(C)C(=O)NC2CCCCCC2)c1 (configuration not stated),-1,-8,-4,14,-1,13,3,-2,-0.1
Cc1nnc(NC(=O)c2cccc(S(=O)(=O)N3CC(c4ccccc4)CC3=O)c2)s1 (configuration not stated),16,-1,-18,-3,0,4,33,-12,0.2
Cc1ccc(S(=O)(=O)N2CCCCC2)cc1NC(=O)CSc1nccn1C,-4,-10,-15,2,-8,5,13,16,0.7
CCOC(=O)N1CCN(C(=O)/C(=C/c2cccc3ccccc23)NC(=O)c2ccc(OC)c(OC)c2)CC1,-4,-3,-17,6,-10,3,15,1,2.3
N#CC(=C(O)CN1CCN(c2ccccc2F)CC1)c1nc(-c2ccc(Cl)cc2)cs1,-3,-3,.,11,.,1,-8,0,-0.4
CCOC(=O)/C=C/C(=O)OCC(=O)Nc1cccc(Cl)c1Cl,-12,0,-7,-12,-22,0,16,20,-0.1
CCN(CC)S(=O)(=O)c1ccc(OC)c(NC(=O)c2ccc3c(c2)OCO3)c1,5,-8,-5,-9,0,7,12,10,14
COC(=O)C(Cc1ccccc1)NC(=O)c1cc(S(=O)(=O)N(C)C)ccc1Cl (configuration not stated),-17,-3,-16,-7,0,0,-13,-7,1.0
COc1cccc(N(C(=O)Cn2nnc(-c3ccc(C)cc3)n2)C(C(=O)NC(C)(C)C)c2c[nH]c3ccccc23)c1 (configuration not stated),-6,-5,-14,-11,-8,4,21,-16,1.1
CCn1c(=S)sc2c(=O)n(CC(=O)Nc3cccc(Cl)c3)c(C)nc21,-21,-2,-18,9,-5,4,19,14,2.9
CSc1ccccc1OCc1cc(C(=O)NCCN2CCCC(O)C2)no1 (configuration not stated),-4,-5,-8,-5,-11,0,-4,-5,0.3
CC(CN1CCCCC1)C(=O)NN (configuration not stated),-2,-3,-11,11,-5,1,-15,10,-0.2
Cc1nc(NCc2ccccc2)sc1C(=O)Nc1ccccc1,-12,-6,-16,-6,-6,-2,15,-2,1.6
Cc1ccc(OCC(=O)N2CCC(N3CC(C)CC(C)C3)CC2)cc1 (configuration not stated),2,-6,-5,-1,-3,0,2,-28,0.4
CC1(C(=O)NCCC#N)CCN1C(=O)C1(c2ccccc2)CC1 (configuration not stated),16,5,.,-4,.,0,-14,-16,-0.1
CSCC[C@H](N)C(=O)N1CCC(C(=O)N[C@H](C(=O)NCc2ccccc2F)C(C)C)CC1,13,-4,-10,-15,-4,1,4,7,-0.1
CCOc1ccc(/C=N/NC(=O)Cc2csc(Nc3cccc(C(F)(F)F)c3)n2)c(OCC)c1,-19,-4,-48,9,-7,3,11,12,0.1
CCc1ccc(Nc2nc3ccccc3c(=O)s2)cc1,-6,-10,-2,1,-10,1,26,-7,3.4
COc1ccc(/C=C/C(=O)Oc2cccc(/C=N/NC(=O)COc3c(C)cccc3C)c2)cc1,-3,-1,-16,2,-1,2,-5,-23,0.1
CCCCn1nnnc1C(c1ccccc1)N1CCN(CCN2CCOCC2)CC1 (configuration not stated),-15,.,.,.,.,3,0,-11,0.3
CCCC(=O)NCCCc1nc2ccccc2n1CC,-6,-4,2,-1,-7,0,3,10,-0.3

# Shown with two lines to a compound: three of the compounds above.
# Each structure is followed by: CHO-K1 Ca antag | M1 ag | CHO parental Ca | CHRM1 antagonist | OXTR potentiator | TAAR1 agonist | CHO-K1 Ca PAM | TAAR1 antagonist | CHO-K1 Ca ag
CC1(C(=O)NCCC#N)CCN1C(=O)C1(c2ccccc2)CC1 (configuration not stated)
→ 16 | 5 | . | -4 | . | 0 | -14 | -16 | -0.1
CSCC[C@H](N)C(=O)N1CCC(C(=O)N[C@H](C(=O)NCc2ccccc2F)C(C)C)CC1
→ 13 | -4 | -10 | -15 | -4 | 1 | 4 | 7 | -0.1
CCCCn1nnnc1C(c1ccccc1)N1CCN(CCN2CCOCC2)CC1 (configuration not stated)
→ -15 | . | . | . | . | 3 | 0 | -11 | 0.3

# (continued)
molecule,CHO-K1 Ca antag,M1 ag,CHO parental Ca,CHRM1 antagonist,OXTR potentiator,TAAR1 agonist,CHO-K1 Ca PAM,TAAR1 antagonist,CHO-K1 Ca ag
CCNc1nc(SCCOc2ccccc2)nc(N(C)C)n1,-38,-1,-30,-2,-7,24,18,-12,0.2
CC(C)(C)c1ccc(N2C(=O)CSC2c2cccnc2)cc1 (configuration not stated),2,0,3,26,-11,2,4,-31,9.8
Cc1ccc(C(C)n2cc(C(=O)NCCN3CCN(C)CC3)nn2)cc1 (configuration not stated),1,-5,-14,-20,-1,5,-5,-31,-0.2
CCOc1ncccc1C(=O)OCCN1C(=O)c2ccccc2C1=O,-8,-3,-11,-8,-9,9,19,0,1.4
CCOc1ccc(CN2C(=O)c3ccccc3C2=O)cc1C(=O)N1CCC(C(N)=O)CC1,-3,-1,-16,-8,-5,1,-1,-22,0.0
O=C(Nc1ccccc1Cl)c1cc(S(=O)(=O)N2CCCCC2)ccc1N1CCOCC1,4,-2,-13,-9,-15,5,4,5,-0.1
CCn1nc(NC(C)=O)c2cc3cccc(C)c3nc21,-2,-8,-11,2,-7,-2,6,-18,0.4
CC(C)COC(=O)N1CCCCC1c1cc(C(=O)Nc2ccc3c(c2)OCO3)no1 (configuration not stated),-1,-5,.,-8,.,4,4,21,0.3
O=C(NNC(=O)C1CC(c2cccs2)=NO1)Nc1ccc(Cl)cc1 (configuration not stated),-3,-2,-23,-9,-13,16,12,18,0.8
OCCOCCn1c(CCNc2nc(-c3ccc(Cl)cc3)cs2)nc2cc(Cl)c(Cl)cc21,-14,-6,-23,0,-11,6,17,32,0.4
CCc1nnc(NC(=O)CSc2nc3cc4c(cc3cc2CC)OCCO4)s1,13,-6,-19,-11,5,12,-11,13,-0.1
COC(=O)c1cc(NS(=O)(=O)c2ccc(C)c3ccccc23)ccc1N1CCOCC1,-16,0,-16,-6,-9,4,16,-29,2.3

# Single entries from the entries so far.
# `CSCC[C@H](N)C(=O)N1CCC(C(=O)N[C@H](C(=O)NCc2ccccc2F)C(C)C)CC1` in CHRM1 antagonist is entered as -15
# `Cc1ccc(C(C)n2cc(C(=O)NCCN3CCN(C)CC3)nn2)cc1` (configuration not stated) in CHRM1 antagonist is entered as -20
# `CCn1c(=S)sc2c(=O)n(CC(=O)Nc3cccc(Cl)c3)c(C)nc21` in TAAR1 antagonist is entered as 14
# `O=C(NC(CO)Cc1ccccc1)c1ccccc1` (configuration not stated) in CHO-K1 Ca antag is entered as -10

# Two entries picked at random from those above, as already listed:
molecule,CHO-K1 Ca antag,M1 ag,CHO parental Ca,CHRM1 antagonist,OXTR potentiator,TAAR1 agonist,CHO-K1 Ca PAM,TAAR1 antagonist,CHO-K1 Ca ag
CCNc1nc(SCCOc2ccccc2)nc(N(C)C)n1,-38,-1,-30,-2,-7,24,18,-12,0.2
CCOc1ncccc1C(=O)OCCN1C(=O)c2ccccc2C1=O,-8,-3,-11,-8,-9,9,19,0,1.4
